CaV13 FRET inh: Primary screen for inhibitors of IQ motif and Ca2+-dependent inactivation inhibitor domain binding in CACNA1D, Förster resonance energy transfer in living cells, …; HEK cells, CFP/YFP FRET ICDI-IQ, plate reader, 10 min; percent FRET-ratio fall versus neutral wells; inhibition, % at 12.3 µM; actives 0.098% (n = 340,000);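 active means mean replicate inhibition of at least 30% and at least 1% of replicates passing that level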;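 further: 0% = median of the neutral control wells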
Peg3 promoter: Peg3 promoter-driven luciferase inhibitors, primary screen, cell-based, HeLa, luciferase luminescence. HeLa PEG-Prom luciferase reporter, overnight. inhibition, % at 20 µM. actives 1.7% (n = 360,000). AID 588405, 2011;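 active means inhibition of at least 50% at 20 µM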
MITF TRPM1 inh: inhibitors of MITF-dependent TRPM1 promoter reporter, primary screen, cell-based, SK-MEL-5, single point, luciferase. SK-MEL-5 TRPM1 promoter luciferase, 24 h. actives 0.83% (n = 330,000). inhibition, % at 12.5 µM;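 active means mean inhibition across replicates of 60% or more, whatever share of single replicates reaches that level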; further: values of inactives mirror those of a sister screen read the other way
CF NFkB inh: inhibitors of PAF-induced NF-kB signaling, primary screen, cell-based, GFP fluorescence, uHTS; KKLEB NF-kB-GFP reporter, GFP fluorescence overnight; inhibition, % at 5 µM; actives 0.86% (n = 360,000); AID 588850, 2011;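 active means at least 50% inhibition at 5 µM, scaled per plate between neutral and stimulator controls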;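 further: PAF is a Pseudomonas aeruginosa culture filtrate used as stimulus; plate controls were PAF-stimulated DMSO wells for no effect and unstimulated DMSO wells for full effect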
NR2E3 ag-1: NR2E3 agonists in two-hybrid cells, primary screen, cell-based, luminescence, CHO-S, Gal4-NCOR/VP16-NR2E3; luciferase; inhibition of corepressor binding, % at 3.98 µM; actives 0.35% (n = 360,000); AID 602229, 2012;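 active means inhibition above the mean of all tested compounds plus 3 SD, cut at about 70% in these data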;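 further: 0% = DMSO with NR2E3 transfected cells and 100% = cells lacking NR2E3 construct; higher means lower luciferase signal from less NR2E3 corepressor binding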
Target sequence (Q9Y5X4 whole entry, looked up, the tested form may be a part): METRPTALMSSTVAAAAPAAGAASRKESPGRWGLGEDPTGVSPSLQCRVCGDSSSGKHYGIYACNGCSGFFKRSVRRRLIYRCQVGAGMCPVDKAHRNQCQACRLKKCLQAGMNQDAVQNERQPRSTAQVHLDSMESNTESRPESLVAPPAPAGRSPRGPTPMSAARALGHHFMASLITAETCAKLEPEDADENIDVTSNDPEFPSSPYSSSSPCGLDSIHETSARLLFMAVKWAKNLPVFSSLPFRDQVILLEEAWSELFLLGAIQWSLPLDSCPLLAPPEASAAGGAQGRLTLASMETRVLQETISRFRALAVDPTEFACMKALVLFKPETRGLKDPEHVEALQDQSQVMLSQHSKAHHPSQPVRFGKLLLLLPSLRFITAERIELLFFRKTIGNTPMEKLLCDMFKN
NR2E3 ag-2: inhibitors of NR2E3-RetCOR corepressor binding, primary screen, NR2E3 agonist project, biochemical, TR-FRET, GST-NR2E3, biotin-RetCOR | actives 0.12% (n = 320,000) | AID 2300, 2010 | Photoreceptor-specific nuclear receptor (Homo sapiens), Q9Y5X4 | 1536-well | inhibition of corepressor binding, % at 4.78 µM;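 active means percent inhibition above the cutoff of mean plus 3 SD of all tested compounds, set per screening campaign, cut at about 20% in these data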;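 further: 0% = DMSO wells and 100% = biotin wells as full block of FRET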
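System: GST-tagged NR2E3 plus biotinylated RetCOR corepressor; Amount: 1.35 nM GST-tagged NR2E3 final; Dosing: single nominal compound dose of 4.8 µM; Schedule: 5 h incubation at 4 °C; Technique: TR-FRET with europium anti-GST and streptavidin-D2, 340 nm excitation; Controls: biotin wells as high control, 0.6% DMSO wells as low control.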
HIF-2a block: HIF-2a reporter inhibitors, primary screen, luminescence, 786-0 RCC cells; actives 0.72% (n = 360,000); 786-0 RCC cells HIF-2a reporter, luciferase luminescence, overnight; AID 624352, 2012; inhibition, % at 18.8 µM;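 active means inhibition of the luminescence signal of 40% or more relative to plate controls, in a single-dose primary screen at 18.75 µM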
PDI turbidity: inhibitors of human PDI, primary screen, biochemical, turbidity, single point, plate reader; Protein disulfide-isomerase (Homo sapiens), P07237; PDI insulin aggregation turbidity, A650, 90 min; inhibition, % at 10 µM; actives 0.052% (n = 350,000); AID 588391, 2011;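 active means mean inhibition across replicates of 30% or more, whatever share of single replicates reach that level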;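 further: absorbance from insulin aggregation driven by PDI reduction with DTT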
Target sequence (P07237 whole entry, looked up): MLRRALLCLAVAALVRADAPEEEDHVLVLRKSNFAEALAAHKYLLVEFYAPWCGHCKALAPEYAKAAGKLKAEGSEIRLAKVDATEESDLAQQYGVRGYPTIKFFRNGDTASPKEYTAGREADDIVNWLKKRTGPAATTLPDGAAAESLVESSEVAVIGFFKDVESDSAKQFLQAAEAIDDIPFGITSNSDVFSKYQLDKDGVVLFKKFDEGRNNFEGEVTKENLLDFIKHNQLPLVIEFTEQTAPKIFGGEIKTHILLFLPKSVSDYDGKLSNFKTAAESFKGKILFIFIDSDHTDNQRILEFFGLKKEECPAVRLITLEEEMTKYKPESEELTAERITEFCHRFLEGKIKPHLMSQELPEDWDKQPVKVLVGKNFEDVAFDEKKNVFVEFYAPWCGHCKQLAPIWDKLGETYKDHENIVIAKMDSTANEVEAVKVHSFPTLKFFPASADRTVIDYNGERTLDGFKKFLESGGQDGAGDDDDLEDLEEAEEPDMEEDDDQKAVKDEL
Shn3 inh set2: reduction of Shn3 3'UTR firefly luciferase signal, primary screen, Schnurri-3 inhibitor project, cell-based, Clone20 osteoblasts, set 2. actives 0.52% (n = 360,000). inhibition, % at 12.5 µM. Clone20 osteoblast Shn3 3'UTR firefly luciferase, 24 h. AID 588674, 2011;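 active means mean inhibition of at least 75% with every replicate also reaching 75%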;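 further: 0% = median of neutral control wells and 100% = pilot-screen positive control compound; some compounds past the cut are filed as inactive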
Vif inh: HIV Vif self-association inhibitors, primary screen, imaging, HEK293T, single point | HEK293T cells, Vif self-association by quenched fluorescence, 24 h | inhibition, % at 7.49 µM | actives 0.35% (n = 340,000); in the data active means inhibition above about 50%, passing the limit was not always enough; further: some results filed as inactive read as strong as hits
KKLEB cytotox: cytotoxicity in KKLEB CF airway cells, primary screen, cytotoxicity control for CF NF-kB inhibitor project, cell-based, uHTS, fluorescence assay plates | actives 0.36% (n = 360,000) | activity change (cytotoxicity), % at 5 µM | KKLEB CF airway cells viability, ATPlite luminescence, overnight; stronger effect = lower value; cells stimulated with P. aeruginosa culture filtrate;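 active means corrected activity change at or below -50% at 5 µM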
* = called active by the depositor.

How did Cc1cc(C)nc(N2N=C(CSc3ccc(Cl)cc3)CC2=O)n1 do in these assays?
CaV13 FRET inh: -5; Peg3 promoter: -3; MITF TRPM1 inh: 0; CF NFkB inh: -1; NR2E3 ag-1: -4; NR2E3 ag-2: 5; HIF-2a block: 14; PDI turbidity: 4; Shn3 inh set2: 12; Vif inh: 4; KKLEB cytotox: -3

What do the screens show for `CN1C(=O)C2(OCCCO2)c2cc(Cl)ccc21`?
CaV13 FRET inh: 1; Peg3 promoter: 0; MITF TRPM1 inh: 0; CF NFkB inh: 10; NR2E3 ag-1: -3; NR2E3 ag-2: 2; HIF-2a block: 4; PDI turbidity: 1; Shn3 inh set2: 4; Vif inh: -5; KKLEB cytotox: -9

Results for Cc1ccc(NC(=O)COC(=O)Cn2nc(C)c([N+](=O)[O-])c2C)c([N+](=O)[O-])c1 ?
CaV13 FRET inh: -4; Peg3 promoter: -18; MITF TRPM1 inh: -1; CF NFkB inh: 6; NR2E3 ag-1: 6; NR2E3 ag-2: 3; HIF-2a block: 9; PDI turbidity: 5; Shn3 inh set2: -21; Vif inh: 4; KKLEB cytotox: -3

How did Cc1ccc(-c2nn(-c3ccccc3)cc2/C=C/C(=O)Nc2nccs2)cc1 do in these assays?
CaV13 FRET inh: -15; Peg3 promoter: 30; MITF TRPM1 inh: -5; CF NFkB inh: -12; NR2E3 ag-1: -7; NR2E3 ag-2: -1; HIF-2a block: -5; PDI turbidity: -4; Shn3 inh set2: 22; Vif inh: -21; KKLEB cytotox: -6

Results for CCN(CC)S(=O)(=O)c1ccc(OC)c(NC(=O)C(C)Oc2ccc3c(C)cc(=O)oc3c2)c1 (configuration not stated) ?
CaV13 FRET inh: -3; Peg3 promoter: -3; MITF TRPM1 inh: 9; CF NFkB inh: 12; NR2E3 ag-1: -24; NR2E3 ag-2: -3; HIF-2a block: 20; PDI turbidity: -1; Shn3 inh set2: 6; Vif inh: -8; KKLEB cytotox: 11

What do the screens show for `CCc1nc2ccc(C(=O)NCC3CCCCC3)cn2c1N(CCC(C)C)CCN(C)C`?
CaV13 FRET inh: -5; Peg3 promoter: 31; CF NFkB inh: 13; NR2E3 ag-1: -8; HIF-2a block: -1; PDI turbidity: -2; Shn3 inh set2: 5; Vif inh: 17; KKLEB cytotox: -4

How did Cc1cccc(C)c1NC(=O)CSc1nnc(C)n1CC1CCCO1 (configuration not stated) do in these assays?
CaV13 FRET inh: -5; Peg3 promoter: -9; MITF TRPM1 inh: 8; CF NFkB inh: -15; NR2E3 ag-1: -3; NR2E3 ag-2: 3; HIF-2a block: 17; PDI turbidity: 21; Shn3 inh set2: 5; Vif inh: 7; KKLEB cytotox: -14

Results for O=C(Cc1ccc(F)cc1)N[C@@H]1c2ccccc2CC[C@@H]1OCc1ccccc1 ?
CaV13 FRET inh: -10; Peg3 promoter: -2; MITF TRPM1 inh: 9; CF NFkB inh: 19; NR2E3 ag-1: -14; HIF-2a block: 6; PDI turbidity: -2; Shn3 inh set2: -14; Vif inh: 19; KKLEB cytotox: -14

What do the screens show for `CC(C)C(NS(=O)(=O)c1ccccc1)C(=O)NC1CCCC1` (configuration not stated)?
CaV13 FRET inh: -5; Peg3 promoter: 14; MITF TRPM1 inh: 14; CF NFkB inh: 5; NR2E3 ag-1: 20; NR2E3 ag-2: 0; HIF-2a block: 24; PDI turbidity: 2; Shn3 inh set2: 8; Vif inh: 1; KKLEB cytotox: 0

Results for Cc1cc(C)c(S(=O)(=O)NCCC2CCCN2C)c(C)c1 (configuration not stated) ?
CaV13 FRET inh: -6; Peg3 promoter: 18; MITF TRPM1 inh: 4; CF NFkB inh: -5; NR2E3 ag-1: -13; NR2E3 ag-2: -4; HIF-2a block: 6; PDI turbidity: -2; Shn3 inh set2: -4; Vif inh: 0; KKLEB cytotox: 7

What do the screens show for `CC(C)=CCN1CCN(Cc2ccc(C)s2)CC1CCO` (configuration not stated)?
CaV13 FRET inh: 4; Peg3 promoter: 17; MITF TRPM1 inh: -1; CF NFkB inh: -1; NR2E3 ag-1: 9; NR2E3 ag-2: -4; HIF-2a block: 18; PDI turbidity: 3; Shn3 inh set2: -8; Vif inh: -1; KKLEB cytotox: 6

Results for O=C(c1ccc(F)cc1)N(c1ccccn1)C1CCCCC1 ?
CaV13 FRET inh: -2; Peg3 promoter: 23; MITF TRPM1 inh: 6; CF NFkB inh: 17; NR2E3 ag-1: 15; NR2E3 ag-2: 4; HIF-2a block: 9; PDI turbidity: 0; Shn3 inh set2: -7; Vif inh: 7; KKLEB cytotox: -4

Results for CC(C)=CC(=O)OCC(=O)Nc1cc(C)cc(C)c1 ?
CaV13 FRET inh: 3; Peg3 promoter: 18; MITF TRPM1 inh: -2; CF NFkB inh: -6; NR2E3 ag-1: 0; NR2E3 ag-2: 0; HIF-2a block: 3; PDI turbidity: -3; Shn3 inh set2: -34; Vif inh: -1; KKLEB cytotox: 1

What do the screens show for `COc1ccc(/C=C/C(=O)NCC(=O)N/N=C(\C)Cc2ccccc2)cc1`?
CaV13 FRET inh: -15; Peg3 promoter: 5; MITF TRPM1 inh: 11; CF NFkB inh: -2; NR2E3 ag-1: -26; NR2E3 ag-2: -4; HIF-2a block: 10; PDI turbidity: -5; Shn3 inh set2: -1; Vif inh: -7; KKLEB cytotox: -1

Results for O=C(/C=C/c1ccccc1)Nc1sc2c(c1C(=O)O)CCC2 ?
CaV13 FRET inh: -16; Peg3 promoter: -124; MITF TRPM1 inh: 7; CF NFkB inh: -12; NR2E3 ag-1: -63; NR2E3 ag-2: -1; HIF-2a block: -136; PDI turbidity: 0; Vif inh: -1; KKLEB cytotox: 10

The final 2 entries of the part above open the next one:
What do the screens show for `COc1ccc(/C=C/C(=O)NCC(=O)N/N=C(\C)Cc2ccccc2)cc1`?
CaV13 FRET inh: -15; Peg3 promoter: 5; MITF TRPM1 inh: 11; CF NFkB inh: -2; NR2E3 ag-1: -26; NR2E3 ag-2: -4; HIF-2a block: 10; PDI turbidity: -5; Shn3 inh set2: -1; Vif inh: -7; KKLEB cytotox: -1

Results for O=C(/C=C/c1ccccc1)Nc1sc2c(c1C(=O)O)CCC2 ?
CaV13 FRET inh: -16; Peg3 promoter: -124; MITF TRPM1 inh: 7; CF NFkB inh: -12; NR2E3 ag-1: -63; NR2E3 ag-2: -1; HIF-2a block: -136; PDI turbidity: 0; Vif inh: -1; KKLEB cytotox: 10

What do the screens show for `CN(C)c1ccc(CCc2ccc(N)cc2)cc1`?
CaV13 FRET inh: -4; Peg3 promoter: -60; MITF TRPM1 inh: 43; CF NFkB inh: 6; NR2E3 ag-1: 27; NR2E3 ag-2: -4; HIF-2a block: 83*; PDI turbidity: -6; Shn3 inh set2: 32; Vif inh: 13; KKLEB cytotox: 12

What do the screens show for `Cc1cc(C)c2c(NC(=O)CCl)nn(C)c2n1`?
CaV13 FRET inh: -4; Peg3 promoter: 52*; MITF TRPM1 inh: 4; CF NFkB inh: 17; NR2E3 ag-1: -12; NR2E3 ag-2: 5; HIF-2a block: 10; PDI turbidity: 7; Shn3 inh set2: -13; Vif inh: 6; KKLEB cytotox: -17

What do the screens show for `CCOc1ccccc1-n1c(SCC(=O)Nc2ccccc2C(=O)O)nc2ccccc2c1=O`?
CaV13 FRET inh: -2; Peg3 promoter: -55; MITF TRPM1 inh: 6; CF NFkB inh: -33; NR2E3 ag-1: 50; NR2E3 ag-2: 3; HIF-2a block: -22; PDI turbidity: -7; Shn3 inh set2: -9; Vif inh: 9; KKLEB cytotox: -4

How did Cc1ccccc1CNC(=O)c1csc([C@@H]2C[C@H](O)[C@@H](CO)O2)n1 do in these assays?
CaV13 FRET inh: -6; Peg3 promoter: 7; CF NFkB inh: -3; NR2E3 ag-1: -7; HIF-2a block: 2; PDI turbidity: -11; Shn3 inh set2: -1; Vif inh: -2; KKLEB cytotox: -2

What do the screens show for `COc1cc(OC)cc(-c2cc3nc4c(c(N5CCN(c6ncccn6)CC5)n3n2)CCCC4)c1`?
CaV13 FRET inh: -10; Peg3 promoter: -28; MITF TRPM1 inh: -36; CF NFkB inh: 1; NR2E3 ag-1: -18; NR2E3 ag-2: 0; HIF-2a block: -136; PDI turbidity: 3; Shn3 inh set2: 13; Vif inh: 4; KKLEB cytotox: -6

What do the screens show for `NNC(=O)CS(=O)(=O)CS(=O)(=O)CC(=O)NN`?
CaV13 FRET inh: -3; Peg3 promoter: 11; MITF TRPM1 inh: 1; CF NFkB inh: -2; NR2E3 ag-1: -17; NR2E3 ag-2: 3; HIF-2a block: 15; PDI turbidity: 12; Shn3 inh set2: 8; Vif inh: -6; KKLEB cytotox: 10

What do the screens show for `CCn1cc(C(=O)NC(=S)Nc2ccccc2[N+](=O)[O-])cn1`?
Peg3 promoter: -83; MITF TRPM1 inh: -32; CF NFkB inh: -22; NR2E3 ag-1: -55; NR2E3 ag-2: 0; HIF-2a block: -141; PDI turbidity: 1; Shn3 inh set2: -13; Vif inh: -1; KKLEB cytotox: 11

How did O=C(NNC(=S)Nc1ccc(Cl)cc1)c1cccs1 do in these assays?
CaV13 FRET inh: -3; Peg3 promoter: -256; MITF TRPM1 inh: -31; CF NFkB inh: -14; NR2E3 ag-1: -92; NR2E3 ag-2: -1; HIF-2a block: -303; PDI turbidity: 0; Shn3 inh set2: -65; Vif inh: 5; KKLEB cytotox: 0

What do the screens show for `COc1cccc(/C=C(\CC(=O)O)c2nc3ccccc3s2)c1`?
CaV13 FRET inh: -5; Peg3 promoter: -18; MITF TRPM1 inh: 5; CF NFkB inh: 5; NR2E3 ag-1: 7; NR2E3 ag-2: -3; HIF-2a block: -25; PDI turbidity: 8; Shn3 inh set2: 13; Vif inh: 3; KKLEB cytotox: 4

Results for CCSc1ccc([C@@H]2[C@H]3C(=O)N(C)C(=O)[C@H]3[C@]3(C(=O)OC)CCCCN23)cc1 ?
CaV13 FRET inh: -11; Peg3 promoter: 28; MITF TRPM1 inh: -29; CF NFkB inh: 2; NR2E3 ag-1: -17; NR2E3 ag-2: 1; HIF-2a block: 5; PDI turbidity: -25; Shn3 inh set2: 32; Vif inh: -1; KKLEB cytotox: -18

Results for COc1cc(SC)ccc1C(=O)Nc1cccc(C2OCCCO2)c1 ?
CaV13 FRET inh: -3; Peg3 promoter: -77; MITF TRPM1 inh: -77; CF NFkB inh: 20; NR2E3 ag-1: -128; NR2E3 ag-2: 4; HIF-2a block: -158; PDI turbidity: -16; Shn3 inh set2: -67; Vif inh: -11; KKLEB cytotox: 10

Screening results deposited in PubChem by several laboratories.

An unsorted share of the library; any-hit rate near 3.3%.
